NCI-60 one-dose screen, 48 h, at 10 µM unless noted. Numbers give growth in % (100 = growth as untreated, 0 = no growth, -100 = all killed).
HCC-2998: HCC-2998 colon cancer | AID 1794799 | 79,000 compounds, 4.7% hits
HCT-116: HCT-116 colon cancer; AID 1794798; 82,000 compounds, 7.3% hits
HT29: HT29 colon cancer. 81,000 compounds, 7.4% hits. AID 1794748
NCI-H322M: NCI-H322M lung cancer; 80,000 compounds, 2.7% hits; AID 1794733
KM12: KM12 colon cancer cells; 82,000 compounds, 5% hits; AID 1794800
SNB-75: SNB-75 CNS cancer; 79,000 compounds, 5% hits
HCT-15: HCT-15 colon cancer; 82,000 compounds, 5.2% hits; AID 1794746
COLO 205: COLO 205 colon cancer. 79,000 compounds, 7.3% hits
SW-620: SW-620 colon cancer | 82,000 compounds, 5.2% hits
Active calls of the source: *; · = no result given. Rule for the calls: active = growth percent below 10; inactive = the rest. Compounds were not picked by outcome; overall some 12% were active at least once.

nr	structure	HCC-2998	HCT-116	HT29	NCI-H322M	KM12	SNB-75	HCT-15	COLO 205	SW-620
1	C/C=C/C=N/NC(=S)Nc1ccccc1	104.0	97.9	106.2	90.6	98.6	80.8	99.0	101.2	121.0
2	Oc1ccc(CCC2CCNc3ccccc32)cc1 (configuration not stated)	102.4	89.3	93.7	91.1	88.4	76.6	83.2	93.4	97.2
3	Nc1nc(-c2ccc(Cl)cc2)nc2c1sc(=S)n2-c1ccccc1	72.3	20.1	47.9	45.7	36.0	-30.5*	60.1	64.4	55.3
4	O=C(O)c1ccc2cccnc2c1O	10.2	2.3*	10.9	12.4	15.1	23.0	7.1*	-70.9*	26.1
5	CCOC(=O)C1=C(C(=O)c2cccc3ccccc23)C(c2cccc([N+](=O)[O-])c2)C(C(=O)c2cccc3ccccc23)=C(C(=O)OCC)N1	108.4	91.9	108.0	100.8	98.3	119.8	104.6	114.0	104.8
6	CCC(C)Cn1cnc2c(=O)[nH]c(N)nc21 (configuration not stated)	·	101.2	104.3	106.3	103.4	98.8	99.4	106.9	105.9
7	CCOC(=O)c1noc2c1CCc1cn(Cc3ccccc3)cc1-2	95.1	98.5	82.6	91.8	99.1	94.3	96.1	103.8	109.8
8	CC(CCCN1CCCC1)Nc1ccnc2cc(Cl)ccc12 (configuration not stated)	101.8	90.0	85.9	102.6	92.8	79.1	104.8	77.6	96.7
9	COc1ccc(-c2cc(-c3nnc(/C=C/c4cc(OC)c(OC)c(OC)c4)o3)[nH]n2)cc1	107.5	33.4	65.4	112.8	96.5	85.4	72.3	117.9	57.2
10	Cn1c2c(Cl)c(Cl)ccc2c2ccn3c(=O)c4ccccc4nc3c21	100.1	90.0	105.0	90.9	103.3	91.6	101.8	100.0	99.1
11	COc1ccc(NC(=O)[C@@H]2CCC(=O)N2)cc1OC	101.8	100.5	84.3	103.9	101.2	101.9	113.0	109.4	100.3
12	Nc1c(C(=O)NC2CCCCC2)sc2nc3c(cc12)C(=O)CCC3	121.2	102.0	110.4	105.5	91.8	95.0	85.8	115.9	98.8
13	Cc1ccc(-c2nc3c(N)nc(N)nc3nc2N)cc1	109.6	112.2	105.0	119.9	107.1	82.5	107.1	109.4	109.9
14	CCOC(=O)N1CCc2c(sc3nc(CNc4ccc(OC)cc4)[nH]c(=O)c23)C1	105.7	88.9	99.5	66.6	94.4	95.0	88.7	·	102.6
15	CSc1ccccc1C(=O)Nc1nc(-c2ccccn2)cs1	86.7	81.6	89.6	104.0	95.6	93.4	103.3	96.5	93.8
16	Cc1cc(N=Nc2cc(S(=O)(=O)O)c(N)cc2N)ccc1N=Nc1ccc2cc(S(=O)(=O)O)cc(S(=O)(=O)O)c2c1	110.5	85.1	104.9	106.5	104.7	98.6	103.4	·	104.9
17	COC(=O)[C@]12CCC(C)(C)C[C@H]1C1=CC[C@@H]3[C@@]4(C)CCC(=O)NC(C)(C)[C@@H]4CC[C@@]3(C)[C@]1(C)CC2	107.0	101.8	101.1	102.6	88.6	84.8	105.1	110.4	106.3
18	O=C(OC(c1ccccc1)c1ccccc1)c1ccccc1	97.7	75.9	92.2	86.3	97.2	100.9	92.7	117.6	100.3
19	Cc1[nH]c2ccccc2c1C1Cc2ccccc2N1C(=O)/C=C/c1ccccc1 (configuration not stated)	107.2	51.1	56.6	84.7	84.7	85.2	78.8	77.9	95.1
20	COc1ccc(/C=N\NC(=O)c2cc(-c3ccc(Cl)cc3)n(-c3ccc(S(N)(=O)=O)cc3)n2)cc1	102.7	99.7	112.8	78.6	99.4	61.6	94.2	106.9	95.0
21	Cc1ccc(/C=C2\SC(=S)N(CCC(=O)NCCN3CCOCC3)C2=O)cc1	99.4	92.9	103.1	103.7	99.7	90.5	95.9	116.0	104.0
22	N#Cc1c(-c2ccc(Br)cc2)nc2n[nH]c(-c3ccc(Br)cc3)c2c1-c1cccs1	98.8	64.8	68.2	80.6	77.7	87.0	70.3	87.8	·
23	CN1CCN(C(=O)OCc2nc3c(N4CCOCC4)nc(Cl)nc3n2C)CC1	-9.2*	-88.5*	-67.7*	53.7	15.5	-21.7*	-55.4*	-30.8*	-84.9*
24	C=C(Br)c1ccc2c(c1)OCO2	102.8	106.2	108.0	95.0	110.3	89.1	108.7	118.2	103.6
25	COc1ccc(/C=N/Nc2nc3ccccc3c(=O)n2-c2ccccc2)cc1OC	105.6	102.6	99.1	97.7	101.5	90.6	105.1	113.9	93.2
26	COc1ccccc1NC(=O)Nc1ccc(-c2nc3ccccc3[nH]2)cc1	101.1	96.0	72.0	78.9	81.8	93.0	58.7	·	109.9
27	CC(C)(C)Nc1nc2ccc(OC/C(=C/F)CN)cc2o1	112.5	94.7	94.6	103.7	101.9	96.0	101.3	112.5	102.7
28	O=c1nc(-c2ccccc2)c2cc(-c3ccc(C(F)(F)F)cc3)ccc2[nH]1	110.7	88.7	93.6	94.5	83.7	130.1	88.6	95.2	94.6
29	CC1(C)[C@@H](O)CC[C@]2(C)[C@H]3CC[C@@H]4[C@H]5[C@H](C(=O)/C=C/c6cccnc6)CC[C@]5(CO)CC[C@@]4(C)[C@]3(C)CC[C@@H]12	90.4	69.6	61.7	98.6	90.5	118.3	88.1	98.3	94.4
30	O=C(Nc1nccs1)c1ccc([N+](=O)[O-])cc1	100.5	112.3	100.8	95.1	112.5	96.4	103.7	105.7	100.0

(31) CCOC(=O)c1cc(C(=O)c2ccc(Br)cc2)n2ncccc12
(32) COc1cc(/C=N/NC(=O)c2cnn(CC(O)c3ccccc3)c2N)ccc1Oc1ccccc1 (configuration not stated)
(33) Cc1ccccc1/C=C/c1nn2c(-c3cccnc3)nnc2s1
(34) O=C(O)CCS/N=N/c1nc2nc[nH]c(=O)c2[nH]1
(35) COc1cccc2occ(/C=N/NC(=S)SC)c(=O)c12
(36) CCn1c2c(c3ccccc31)CC1CN(Cc3ccco3)C(=O)C1C2C(=O)O (configuration not stated)
(37) Cc1ccc2c(c1)c(-c1nc(-c3cn(C)c4ncccc34)cs1)cn2C(=O)OC(C)(C)C
(38) O=C(NCc1ccccc1)Nc1cc(Cl)ccc1Cl
(39) CCCCCC1CC(=O)NC1(C(=O)OCC)C(=O)OCC (configuration not stated)
(40) CN(C)C(=O)C(c1ccccc1)C(O)c1ccccc1 (configuration not stated)

| Compound | 31 | 32 | 33 | 34 | 35 | 36 | 37 | 38 | 39 | 40 |
| --- | --- | --- | --- | --- | --- | --- | --- | --- | --- | --- |
| HCC-2998 | 92.6 | 107.6 | 119.9 | 103.4 | 106.6 | 105.1 | 106.9 | 112.9 | 99.3 | 103.9 |
| HCT-116 | 45.7 | 86.0 | 115.5 | 97.8 | 92.8 | 100.3 | 97.1 | 114.4 | 104.5 | 104.6 |
| HT29 | 60.3 | 87.6 | 108.1 | 96.4 | 106.7 | 105.0 | 91.0 | 101.8 | 105.6 | 94.0 |
| NCI-H322M | · | 90.5 | 102.6 | 97.0 | 96.2 | 101.6 | 113.5 | 101.3 | 93.4 | · |
| KM12 | 51.9 | 70.0 | 103.7 | 104.9 | 102.0 | 100.9 | 106.2 | 104.1 | 116.6 | 100.7 |
| SNB-75 | 68.5 | 92.7 | 114.6 | 105.6 | 82.2 | · | 84.0 | 103.8 | 83.3 | 98.7 |
| HCT-15 | 69.4 | 85.6 | 100.9 | 106.3 | 96.5 | 94.7 | 93.7 | 100.9 | 98.0 | 111.1 |
| COLO 205 | 71.1 | 82.3 | 117.5 | 120.2 | 120.9 | 115.0 | 124.3 | 113.9 | 123.5 | 110.5 |
| SW-620 | 40.5 | 99.0 | 109.9 | 109.3 | 97.0 | 106.0 | 108.1 | 116.9 | 101.1 | 104.6 |

Record cards (already shown). Screens in order: HCC-2998 | HCT-116 | HT29 | NCI-H322M | KM12 | SNB-75 | HCT-15 | COLO 205 | SW-620
`CN(C)C(=O)C(c1ccccc1)C(O)c1ccccc1` (configuration not stated) is entered as 103.9 | 104.6 | 94.0 | · | 100.7 | 98.7 | 111.1 | 110.5 | 104.6
`O=C(NCc1ccccc1)Nc1cc(Cl)ccc1Cl` is entered as 112.9 | 114.4 | 101.8 | 101.3 | 104.1 | 103.8 | 100.9 | 113.9 | 116.9
`COc1cccc2occ(/C=N/NC(=S)SC)c(=O)c12` is entered as 106.6 | 92.8 | 106.7 | 96.2 | 102.0 | 82.2 | 96.5 | 120.9 | 97.0
`COc1cc(/C=N/NC(=O)c2cnn(CC(O)c3ccccc3)c2N)ccc1Oc1ccccc1` (configuration not stated) is entered as 107.6 | 86.0 | 87.6 | 90.5 | 70.0 | 92.7 | 85.6 | 82.3 | 99.0

Remaining list, next part.
(41) CC[C@H](C)[C@H](CO)NC(=O)[C@]12CCC(C)(C)C[C@H]1[C@@H]1NCC[C@@H]3[C@@]4(C)CC[C@H](O)C(C)(C)[C@@H]4CC[C@@]3(C)[C@]1(C)CC2
(42) O=C(O)c1cc(-c2c(Cl)cccc2Cl)nc2cc3ccccc3cc12
(43) O=C1C=CC(=Nc2ccc3c(c2)C(=O)c2ccccc2-3)O1
(44) CN(C)CC(=O)Nc1cc(Cl)ccc1Oc1ccc(Cl)cc1
(45) CCOC(=O)c1c(C)nc2c(c1N)/C(=C/c1ccc[nH]1)C(=O)N2c1ccc(OC)cc1
(46) CC(=O)NC1CCC(=O)C=C1c1ccccc1 (configuration not stated)
(47) CCOC(=O)C1=C(C)N(C(=N)/N=C/c2ccccc2)C(=S)NC1c1ccccc1 (configuration not stated)
(48) Cc1ccc([N+](=O)[O-])cc1Br
(49) Nc1nc2nc(N=Nc3ccc(S(=O)(=O)O)cc3)[nH]c2c(=O)[nH]1
(50) N=C1CCC(=N)c2c1c(O)c1ccccc1c2O

| Compound | 41 | 42 | 43 | 44 | 45 | 46 | 47 | 48 | 49 | 50 |
| --- | --- | --- | --- | --- | --- | --- | --- | --- | --- | --- |
| HCC-2998 | 87.8 | 102.3 | 104.5 | 90.0 | 103.7 | 104.7 | 110.7 | 117.1 | 108.7 | · |
| HCT-116 | 65.1 | 100.5 | 102.3 | 87.2 | 47.6 | 108.7 | 102.5 | 90.8 | 91.2 | 101.2 |
| HT29 | 37.1 | 99.6 | 104.5 | 79.4 | 89.7 | 115.6 | 103.0 | 70.7 | 80.5 | 100.8 |
| NCI-H322M | 97.1 | 89.8 | 102.7 | 94.6 | 103.1 | · | 106.2 | 111.1 | 101.7 | 93.1 |
| KM12 | 88.6 | 110.5 | 105.7 | 98.6 | 100.6 | 109.7 | 104.6 | 103.0 | 100.5 | 96.8 |
| SNB-75 | 74.1 | 72.4 | 82.3 | 81.3 | 92.4 | 84.9 | 92.7 | 103.6 | 107.5 | 87.2 |
| HCT-15 | 73.8 | 98.8 | 110.4 | 109.9 | 91.2 | 115.4 | 101.2 | 101.1 | 109.3 | 107.6 |
| COLO 205 | 80.2 | 104.3 | 99.3 | 97.0 | 94.3 | 113.4 | 103.5 | 99.9 | 107.3 | 113.6 |
| SW-620 | 85.4 | 97.5 | 112.0 | 100.2 | 90.7 | 98.9 | 102.4 | 91.8 | 113.7 | 101.1 |

(51) Cn1c(SCc2ccccc2)nccc1=O
(52) COc1ccc(N=Nc2c(N)nn3ccc(C)nc23)cc1
(53) CS(=O)(=O)Nc1ccc(-c2nn(-c3ccc(S(C)(=O)=O)cc3)cc2/C=C/C(=O)c2ccc(NC(=O)CO[N+](=O)[O-])cc2)cc1
(54) O=c1c2cc(F)ccc2sc2c(N3CCCC3)nc3ccccc3c12
(55) COc1ccc(-c2cc(-c3ccc(OC)c(OC)c3)nc(SCCCCCCC(=O)NO)n2)cc1
(56) CCCN(CCC)CC(=O)NC1c2ccccc2Oc2ccccc21
(57) O=S(=O)(NC1c2ccccc2Oc2ccccc21)c1ccc(Cl)cc1
(58) COc1ccc(C(=O)CSc2nc3ccccc3c(=O)n2CCc2ccccc2)cc1

| Compound | 51 | 52 | 53 | 54 | 55 | 56 | 57 | 58 |
| --- | --- | --- | --- | --- | --- | --- | --- | --- |
| HCC-2998 | 106.7 | 101.4 | 100.6 | 111.3 | 92.4 | 104.5 | 99.5 | 110.8 |
| HCT-116 | 99.4 | 98.8 | 103.2 | 91.8 | 61.7 | 54.4 | 72.3 | 81.9 |
| HT29 | 96.7 | 100.4 | 104.5 | 98.8 | 64.2 | 91.9 | 95.5 | 96.6 |
| NCI-H322M | 103.2 | 86.9 | 102.5 | 96.8 | · | · | · | 96.6 |
| KM12 | 122.5 | 100.5 | 105.7 | 103.4 | 84.6 | 96.9 | 92.7 | 94.2 |
| SNB-75 | 87.7 | 74.1 | 107.7 | 78.6 | 53.1 | 96.7 | 97.3 | 82.6 |
| HCT-15 | 108.4 | 81.1 | 99.6 | 96.8 | 77.6 | 91.5 | 87.5 | 92.4 |
| COLO 205 | 111.6 | 108.8 | 113.6 | 118.9 | 79.9 | 91.0 | 93.2 | 115.2 |
| SW-620 | 108.6 | 92.3 | 112.7 | 110.8 | 64.8 | 106.4 | 92.7 | 100.1 |

Assay outcomes (PubChem)
